S2 tox: reduces viability in counter-screen for ATXN expression inhibitors. hit rate 0.49% among 400,000. AID 651635. Potency, µM (highest dose often 56.7 µM), most hits filed as cytotoxic. S2 cells (HEK-293 line with an ATXN2-luciferase reporter) viability, CellTiter-Fluor protease fluorescence, 24 h; also: nearly all actives have a fitted effect of over 40% in size
ATXN2 expr inh: inhibitors of ATXN2 expression; Potency, µM (highest dose often 57 µM), without a hit: at the top dose activity change, negative = inhibition, usual class: inhibitors; hit rate 0.72% among 360,000; HEK-293 ATXN2-luciferase reporter, luminescence, 24 h; also: % is scaled to controls: 0 for no effect and ±100 for the full control effect; nearly all actives have a fitted effect of over 55% in size
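qHTS (up to 57 uM final) was run with 24 h compound exposure of reporter cells at 37 °C. Each well was multiplexed: SteadyGlo luminescence measured ATXN2-luciferase expression after a fluorogenic Gly-Phe-AFC viability readout (25 uM final).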
Nrf2 block: blocks Nrf2 signaling; hit rate 2.1% among 360,000; Potency, µM (series often up to 46 µM), without a hit: at the highest dose activity change, negative = inhibition, most hits filed as inhibitors; A549 ARE-Fluc reporter, luciferase luminescence, 18-24 h; also: % is scaled to controls: 0 for no effect and ±100 for the full control effect; nearly all actives have a fitted effect of over 60% in size
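Concentration-response testing used A549 ARE_Fluc cells at 5000 cells/well. Following an 18-24 h compound incubation, viability was read by fluorescence (Ex 405/Em 525) and luciferase output by luminescence.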
MCF10A rereplic: inducers of DNA re-replication in MCF 10A breast cells; MCF 10A DNA re-replication, Hoechst nuclear intensity, 48 h; Potency, µM (doses to about 46.1 µM), for the others: at the highest dose activity, positive = re-replication, usual class: activators; hit rate 2.9% among 350,000; AID 624296; also: % of control where 0% means no effect; nearly all actives have a fitted effect of over 50% in size
A549 tox: A549 cytotoxicity, counter-screen for Nrf2 inhibitors; A549 ARE-Fluc cells, CellTiter-Fluor viability, 18-24 h; AID 504648; hit rate 0.16% among 390,000; Potency, µM (doses to about 46 µM), for inactives: at the top dose activity change, negative = cytotoxicity, hits mostly inhibitors; also: % is scaled to controls: 0 for no effect and ±100 for the full control effect
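A549 ARE-Fluc cells in 5% FBS OPTI-MEM, 5000 cells/well, rested 2 h then exposed to compounds in concentration-response for 18-24 h at 37 °C. Viability by CellTiter-Fluor fluorescence (Ex 405/Em 525) after 30 min; luciferase luminescence (BugLite, 15 min, RT) read afterwards.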
HepG2 tox: counter-screen for TGF-b inhibitors: cytotoxicity in HepG2 cells; HepG2 CAGA-GFP viability, ATP luminescence, 18 h; Potency, µM (highest dose often 46.1 µM), for the others: top-dose activity change, negative = cytotoxicity, most hits filed as cytotoxic; hit rate 0.76% among 410,000; AID 588856; also: some results filed as inactive show a strong effect at the top dose
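HepG2 CAGA-GFP cells (1000/well, DMEM with 1% FBS) received compound, then TGF-beta at 500 pg/mL final, and were incubated 18 hours at 37 degrees C. Viability was read by CellTiter-Glo luminescence. Media-only wells were set as complete cell-killing and DMSO as no toxicity.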
Nrf2 ARE act: activators of Nrf2 (ARE) signaling; hit rate 0.31% among 410,000; Potency, µM (series often up to 46.1 µM), inactives show top-dose activation, usual class: activators; AREc32 ARE-luciferase reporter (MCF7-derived line), luminescence, 24 h; AID 624171; also: % of control where 0% means no effect; nearly all actives have a fitted effect of over 65% in size
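Cells of the AREc32 ARE-luciferase line are plated in OPTI-MEM containing 5% FBS and left overnight at 37 deg C. Compounds are pinned in, incubation continues 24 hr, and firefly luciferase signal is then measured.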
TGFb inhibitor: TGF-b pathway inhibition; hit rate 1.2% among 410,000; HepG2 CAGA-GFP TGF-b/SMAD3 reporter, GFP fluorescence, 18 h; TGF-beta stimulated, 500 pg/mL final; Potency, µM (highest dose often 46.1 µM), for the others: at the highest dose activity, negative = inhibition, hits mostly inhibitors; also: % is scaled to controls: 0 for no effect and ±100 for the full control effect; nearly all actives have a fitted effect of over 65% in size
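Inhibition of TGF-beta-driven CAGA-GFP reporter expression in HEPG2 cells is measured by cellular GFP fluorescence after 18 h stimulation with 500 pg/mL recombinant TGF-beta in 1% FBS medium at 37 degrees C.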
EPAC2 antag: blocks human EPAC2 exchange factor; Q8WZA2; Potency, µM (titrated, usually from 114 µM), without a hit: at the highest dose activity, negative = inhibition, actives largely listed as inhibitors; EPAC2 GEF exchange of Rap1B-BODIPY-GDP, fluorescence; AID 720708; hit rate 0.18% among 360,000; also: % is scaled to controls: 0 for no effect and ±100 for the full control effect; nearly all actives have a fitted effect of over 45% in size; many of its hits are not listed in these tables
Target sequence (Q8WZA2 whole entry, looked up): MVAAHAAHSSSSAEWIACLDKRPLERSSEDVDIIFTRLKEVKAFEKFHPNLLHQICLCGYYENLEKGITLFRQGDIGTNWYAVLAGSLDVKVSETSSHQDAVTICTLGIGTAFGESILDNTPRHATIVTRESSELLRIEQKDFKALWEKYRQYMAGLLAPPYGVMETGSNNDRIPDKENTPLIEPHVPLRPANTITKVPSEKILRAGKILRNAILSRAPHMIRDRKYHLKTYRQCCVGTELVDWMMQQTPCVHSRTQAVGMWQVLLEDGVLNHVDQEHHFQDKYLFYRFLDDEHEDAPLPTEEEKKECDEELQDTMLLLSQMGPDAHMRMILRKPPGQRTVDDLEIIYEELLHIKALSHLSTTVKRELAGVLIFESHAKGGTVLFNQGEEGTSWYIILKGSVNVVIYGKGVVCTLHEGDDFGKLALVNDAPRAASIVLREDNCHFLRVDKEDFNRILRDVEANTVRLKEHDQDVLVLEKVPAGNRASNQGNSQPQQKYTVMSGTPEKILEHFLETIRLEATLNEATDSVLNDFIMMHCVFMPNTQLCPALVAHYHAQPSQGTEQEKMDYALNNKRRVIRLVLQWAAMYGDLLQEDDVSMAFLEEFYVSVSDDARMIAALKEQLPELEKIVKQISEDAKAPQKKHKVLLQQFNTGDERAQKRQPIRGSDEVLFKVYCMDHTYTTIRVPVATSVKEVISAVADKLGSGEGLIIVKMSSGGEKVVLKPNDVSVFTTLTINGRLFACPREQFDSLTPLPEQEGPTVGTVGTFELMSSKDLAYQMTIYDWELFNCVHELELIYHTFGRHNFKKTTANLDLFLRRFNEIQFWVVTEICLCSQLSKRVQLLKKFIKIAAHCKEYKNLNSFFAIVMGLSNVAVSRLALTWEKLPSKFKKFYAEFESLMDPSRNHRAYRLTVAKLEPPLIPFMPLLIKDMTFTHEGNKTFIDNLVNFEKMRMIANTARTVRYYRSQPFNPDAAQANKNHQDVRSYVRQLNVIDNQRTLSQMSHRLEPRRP
* marks the source's active call; other numbers are inactive results; i = inactive; ? = inconclusive; / = not tested or not shown; & = joins results of further samples; [ ] = dose if it differs, or a comment. Calls follow the shape of the dose curve; as a rule, active = well fitted curve in the direction sought with a large enough effect; inconclusive = small, poorly fitted or top-dose-only effect, or another doubt; inactive = no such curve, though single readings can be large; an effect the other way counts as inactive or inconclusive. Potency is read from the fitted curve at half-maximal effect. This is a subset, so the mix of outcomes need not match the whole.

no.	Molecule	Nrf2 block	EPAC2 antag	HepG2 tox	ATXN2 expr inh	A549 tox
1	CCCCc1nn2c(=O)cc(COC(=O)c3ccccc3NC(=O)c3cccc(C)c3)nc2s1	/	/	3%	5%	2%
2	Cc1ccc(-c2nc(N)n(S(C)(=O)=O)n2)cc1	?	15%	5%	19%	-4%
3	Cn1c(=O)c2c(SCC(=O)NCc3ccco3)nc(-c3ccccc3)nc2n(C)c1=O	/	/	-3%	1%	8%
4	Cc1ccc(OC/C(O)=C(\C#N)c2nc3ccccc3s2)cc1	?	-18%	-20%	/	?
5	Cc1cc(C)c(C(=O)Nc2ccc(C)c(C)c2)c(CC(C)(C)C(=O)O)c1	4%	4%	-22%	-19%	7%
6	CN(CC(=O)NCc1ccccc1)S(=O)(=O)c1ccc2c(c1)CCC(=O)N2	-2%	5%	-6%	-5%	12%
7	CNC(=O)CSc1nnc(SCCC(=O)O)s1	0%	9%	3%	-2%	-4%
8	O=C(Nc1ccc(Cl)c([N+](=O)[O-])c1)c1ccc2c(c1)OCCO2	?	4%	-26%	46%[activator]	-13%

no.	TGFb inhibitor	Nrf2 ARE act	MCF10A rereplic	S2 tox
1	-8%	0.1%	/	i
2	0%	0.1%	-58%[inhibitor]	?
3	27%	0.9%	/	i
4	?	-0.8%	?	?
5	-10%	0.0%	?	i
6	-2%	0.2%	-3%	i
7	8%	-0.5%[9.22 µM]	-3%	i
8	-28%	0.1%	10%	i

Next part:
no.	Molecule	Nrf2 block	EPAC2 antag	HepG2 tox	ATXN2 expr inh	A549 tox
9	Cc1cccn2c(=O)c(C=C(C#N)C#N)c(N3CCN(C)CC3)nc12	-26%	9%	-16%	0%	?
10	COc1ccc(-c2csc(/N=C/N(C)C)n2)cc1OC	?	-5%	2%	-2%	-9%
11	O=C(NCCN1CCCC1)C1CCC(=O)N(CCCN2CCOCC2)C1 (centres undefined)	-8%	2%	9%	-1%	1%
12	C=CCN1C(c2ccc(Br)cc2)=CS/C1=C(\C#N)c1nnc(N2CCOCC2)n1-c1ccccc1	26µM*	-20%	-18%	-16%	?
13	O=S(=O)(N/N=C/c1cn(Cc2ccccc2)c2ccccc12)c1ccccc1	-28%	-2%[57.1 µM]	-55%	-33%	?
14	CCCc1c(O)nc(SC2CC(=O)N(c3ccc(OC)cc3)C2=O)[nH]c1=O (centres undefined)	6%	2%	8%	0%	-2%
15	Cc1ccc(-c2cc3c(n2-c2ccc(C(=O)O)cc2)CCCC3=O)cc1	-23%	1%	-24%	35%	-1%
16	CCCN1C2CCCC1CC(NC(=S)Nc1cc(C)cc(C)c1)C2 (centres undefined)	9%	5%	-45%	-11%	-17%

no.	TGFb inhibitor	Nrf2 ARE act	MCF10A rereplic	S2 tox
9	15%	?	2%	i
10	-6%	3.4%	3%	i
11	2%	0.1%	-3%	i
12	-10%	2.7%	?	i
13	?	4.7%	?	i
14	15%	0.0%	-1%	i
15	-3%	0.4%[9.22 µM]	5%	i
16	-7%	-0.6%	-3%	i

7 entries from above, arranged by length of the SMILES, lowest first.
no.	Molecule	Nrf2 block	EPAC2 antag	HepG2 tox	ATXN2 expr inh	A549 tox
2	Cc1ccc(-c2nc(N)n(S(C)(=O)=O)n2)cc1	?	15%	5%	19%	-4%
16	CCCN1C2CCCC1CC(NC(=S)Nc1cc(C)cc(C)c1)C2 (centres undefined)	9%	5%	-45%	-11%	-17%
9	Cc1cccn2c(=O)c(C=C(C#N)C#N)c(N3CCN(C)CC3)nc12	-26%	9%	-16%	0%	?
14	CCCc1c(O)nc(SC2CC(=O)N(c3ccc(OC)cc3)C2=O)[nH]c1=O (centres undefined)	6%	2%	8%	0%	-2%
5	Cc1cc(C)c(C(=O)Nc2ccc(C)c(C)c2)c(CC(C)(C)C(=O)O)c1	4%	4%	-22%	-19%	7%
1	CCCCc1nn2c(=O)cc(COC(=O)c3ccccc3NC(=O)c3cccc(C)c3)nc2s1	/	/	3%	5%	2%
12	C=CCN1C(c2ccc(Br)cc2)=CS/C1=C(\C#N)c1nnc(N2CCOCC2)n1-c1ccccc1	26µM*	-20%	-18%	-16%	?

no.	TGFb inhibitor	Nrf2 ARE act	MCF10A rereplic	S2 tox
2	0%	0.1%	-58%[inhibitor]	?
16	-7%	-0.6%	-3%	i
9	15%	?	2%	i
14	15%	0.0%	-1%	i
5	-10%	0.0%	?	i
1	-8%	0.1%	/	i
12	-10%	2.7%	?	i

(listing goes on)
no.	Molecule	Nrf2 block	EPAC2 antag	HepG2 tox	ATXN2 expr inh	A549 tox
17	COc1ccc(CCN(C)CCC(=O)Nc2cc(C)ccc2C)cc1OC	/	-10%	-20%	-12%	-2%
18	CC(C)Oc1cccc(C(=O)C2CCCN(C(=O)c3csnn3)C2)c1 (centres undefined)	?	1%	-11%	1%	-9%
19	CC(C)CCNC(=O)c1cn(C)c2ccc(S(=O)(=O)N3CCCC3)cc2c1=O	4%&3%	3%	-22%&-11%	2%	-3%&1%
20	Nc1nc(SCC(=O)NCCCN2CCOCC2)nc2sc3c(c12)CCC3	7%	6%	-24%	1%	-3%
21	O=C(COc1ccccc1C(=O)O)NC1CCCc2ccccc21 (centres undefined)	16%	-4%	26%	-23%	-3%
22	CCS(=O)(=O)c1ncc(N(Cc2ccc(F)cc2)Cc2ccco2)c(C(=O)Nc2cc(C)ccc2C)n1	-20%	/	-2%	7%	-1%
23	CC1CCN(CCc2nc3cc(NC(=O)COc4ccccc4)ccc3n2C)CC1	10%	-1%	-9%	-8%	-12%
24	Cc1c(C)c2ccc(OCC(=O)N3CCN(C(=O)C4COc5ccccc5O4)CC3)cc2oc1=O (centres undefined)	?	-15%	-30%	1%	9%

no.	TGFb inhibitor	Nrf2 ARE act	MCF10A rereplic	S2 tox
17	7%	0.2%	9%	i
18	4%	1.5%	-15%	i
19	-8%&-5%	0.0%&0.0%	0%	i
20	2%	0.2%	-7%	i
21	0%	-0.2%	?	i
22	2%	3.6%	/	i
23	-12%	-0.1%	0%	?
24	5%	-0.6%	-3%	i

New compounds follow.
no.	Molecule	Nrf2 block	EPAC2 antag	HepG2 tox	ATXN2 expr inh	A549 tox
25	O=C(N1CCOCC1)N1CCN(c2nc(-c3ccccc3)cs2)CC1	9%	9%	-10%	25%	0%
26	COCCSc1ccccc1C(=O)Nc1ccc2c(c1)OCO2	15%	-1%	-30%	-2%	-5%
27	COc1ccc(/C=N/NC(=O)C2c3ccccc3Oc3ccccc32)c(OC)c1	12%	14%	6%	-10%	0%
28	COc1ccc(N2C(=O)C3CCCN3C2c2ccc(C)cc2)cc1Cl (centres undefined)	11%	11%	4%	5%	19%
29	CCc1nc2c(OCc3cccc(OC)c3)cccn2c1N(C)C(=O)c1ccccc1F	/	-10%	-25%	-7%	/
30	Cc1nn(Cc2ccc(Cl)cc2Cl)c(C)c1NC(=O)c1nc2n(n1)C(C(F)F)CC(C)N2 (centres undefined)	-20%	7%	3%	4%	-10%
31	CC(=O)c1ccc(N2CCN(C(=O)CCS(=O)(=O)c3ccc(C)cc3)CC2)cc1	?	0%	-5%	6%	10%
32	Cc1cccc(C)c1NC(=S)N1CCC(c2ccccc2)C1 (centres undefined)	?	-9%	-11%	-14%	1%

no.	TGFb inhibitor	Nrf2 ARE act	MCF10A rereplic	S2 tox
25	-5%	2.5%	?	?
26	-11%	-0.3%	?	i
27	3%	-0.1%	10%	?
28	0%	2.3%	2%	i
29	14%	2.7%	/	?
30	7%	-0.2%	0%	i
31	-3%	3.7%	0%	i
32	-9%	-0.1%	2%	i

Next part:
no.	Molecule	Nrf2 block	EPAC2 antag	HepG2 tox	ATXN2 expr inh	A549 tox
33	C[C@H]1CN([C@@H](C)CO)S(=O)(=O)c2ccc(Br)cc2O[C@@H]1CN(C)C(=O)Cc1cccnc1	/	5%	-17%	4%	/
34	CC(=O)c1cccc(NC(=S)NC(=O)c2ccccc2Cl)c1	12%	8%	-38%	10%	7%
35	COc1cccc(CNC(=O)c2nnn(CC(=O)Nc3ccc4c(c3)OCO4)c2N)c1	10%	-10%	1%	/	3%
36	COc1c(/C=N/NC(=O)c2ccncc2)c(CCN(C)C(C)=O)cc2c1OCO2	-22%	-1%	-1%	1%	2%
37	COc1cc(NC(=O)N2CCNC2=O)cc(C(=O)Nc2cccc(C(F)(F)F)c2)c1	3%	-3%	-18%	-22%	-22%
38	CCOC(=O)CSc1nnc(-c2ccc(S(=O)(=O)N3CCC(C)CC3)cc2)o1	3%	-3%	3%	1%	-9%
39	Nc1ccccc1N1CCOCC1	7%	2%	-20%	2%	-6%
40	O=C(C[n+]1ccc2c(c1)nnn2-c1ccccc1)c1ccc(Cl)cc1	4%	-1%	-25%	-23%	0%

no.	TGFb inhibitor	Nrf2 ARE act	MCF10A rereplic	S2 tox
33	4%	0.3%	/	i
34	-23%	9.2%	-5%	i
35	-3%	-0.8%	-7%	i
36	-6%	-0.2%	5%	i
37	?	4.5%	2.1µM*	i
38	5%	0.0%	0%	i
39	0%	0.1%	2%	?
40	-2%	4.4%	0%	/

Going on with the list:
no.	Molecule	Nrf2 block	EPAC2 antag	HepG2 tox	ATXN2 expr inh	A549 tox
41	CCOC(=O)Cc1csc(NC(=O)c2cc3c(s2)CCCC3)n1	/	-11%	-40%	-12%	-1%
42	c1cncc(-c2nc(-c3ccc4c(c3)OCCO4)cs2)c1	?	0%	-40%	7%	2%
43	CC1(C)C2CCC13CS(=O)(=O)NC3C2 (centres undefined)	/	17%	11%	4%	6%
44	COc1cccc(CNC(=O)c2c[nH]n3c(=O)c(Cl)c(C)nc23)c1	-4%	-30%	28%	-10%	2%

no.	TGFb inhibitor	Nrf2 ARE act	MCF10A rereplic	S2 tox
41	-16%	2.7%	2%	i
42	-8%	-0.2%	?	i
43	-7%	0.3%	-1%	i
44	-3%	-0.6%	0%	i
